MEKK2wt PB1 HTS: raises or lowers MEK5 binding to wildtype human MEKK2 PB1 domain. bead flow cytometry, Alexa488-MEK5 binding to MEKK2 WT; actives lie on both sides. binding response (% of control), % at 10 µM. 1.1% of 290,000 active. Q9Y2U5; in the data active = binding response below about 67% or above about 130%
VIM-2 inhibitor: inhibitors of Pseudomonas aeruginosa VIM-2 metallo-beta-lactamase; purified VIM-2, nitrocefin hydrolysis, epi-absorbance fluorescence; inhibition, % at 5.6 µM; 0.89% of 290,000 active;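 active = inhibition above the mean of all tested compounds plus 3 SD, cutoff set per screening run, cut at about 7.5% in these data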;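 note: red hydrolysis product quenches plate fluorescence so inhibitors raise well fluorescence; 0% = enzyme with DMSO and 100% = DMSO without enzyme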
NALP1 yeast inh: inhibitors of NALP1 inflammasome in yeast; S. cerevisiae NALP1/ASC/caspase-1 growth, X-gal OD620, 72 h; inhibition, % at 10 µM; 0.61% of 280,000 active; AID 2071; in the data active = inhibition mostly above about 24%, no sharp cut-off; inactive = mostly below about 32%; note: some compounds called inactive have numbers as strong as hits
HCV NS3 hel inh: HCV NS3 helicase inhibition; AID 1800; inhibition, % at 10.9 µM; NS3 helicase DNA unwinding, Cy5 molecular beacon fluorescence; 0.56% of 290,000 active;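 active = inhibition above the mean of all tested compounds plus 3 SD, set per campaign, cut at about 35% in these data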;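 note: 0% = DMSO wells and 100% = thioflavine S control wells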
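Compound dosing – single dose, 10.9 µM nominal final, DMSO 0.8% final · System – NS3 helicase fragment of HCV · Buffer or medium – MOPS pH 6.5, MgCl2, DTT, Tween20, BSA · Signal – Cy5 beacon fluorescence read at start and 1 h · Also added – annealed dual-labelled DNA beacon duplex, ATP-started · Schedule – 1 h at 25 °C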
M18AAP inhibitor: blocks P. falciparum M18 aspartyl aminopeptidase. recombinant PfM18AAP, H-Glu-NHMec fluorogenic cleavage. inhibition, % at 7.35 µM. 1.2% of 290,000 active. AID 1822;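 active = inhibition above the campaign mean inhibition over all tested compounds plus 3 SD, cut at about 28% in these data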;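 note: 0% = plate median of test compound wells and 100% = 2 mM ZnCl2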
SUMO HTRF inh: inhibitors of human SUMOylation (UBC9). P63279. HTRF SUMOylation assay, SAE1/SAE2 + UBC9, in vitro. inhibition, % at 35 µM. 0.36% of 290,000 active; in the data active = inhibition above about 50%, passing the limit was not always enough; note: strong numbers were not always called active
Target sequence (P63279 whole entry, looked up): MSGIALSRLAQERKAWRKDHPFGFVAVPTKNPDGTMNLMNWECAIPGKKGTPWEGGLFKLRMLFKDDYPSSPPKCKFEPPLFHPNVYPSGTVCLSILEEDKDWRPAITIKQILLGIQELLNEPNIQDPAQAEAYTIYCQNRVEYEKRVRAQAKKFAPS
DNA FID counter: counter-screen for HCV NS3 helicase inhibitors: DNA intercalator displacement | 0.17% of 290,000 active | DNA fluorescent intercalator displacement, fluorescence | AID 1845 | inhibition, % at 7.9 µM; in the data active = inhibition above about 37%;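 note: 0% = vehicle and 100% = reference compound; higher means more ethidium bromide displaced from hairpin DNA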
MEKK2mut PB1 HTS: signal of MEK5 binding to mutant human MEKK2 PB1 domain; bead flow cytometry, Alexa488-MEK5 binding to MEKK2 mutant; percent response, % at 10 µM; 0.35% of 290,000 active; AID 1530; in the data active = percent response above about 24%, passing the limit was not always enough; note: inactives centre near 1; some results filed as inactive read as strong as hits
IMP-1 inh: inhibitors of Pseudomonas aeruginosa IMP-1 metallo-beta-lactamase; inhibition, % at 5.6 µM; 0.45% of 290,000 active; purified IMP-1, nitrocefin hydrolysis, epi-absorbance fluorescence;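 active = inhibition above the mean plus 3 SD of all compounds in the same screening run, cut at about 4.5% in these data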;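 note: 0% = IMP-1 with DMSO and 100% = DMSO wells lacking enzyme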
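System: purified IMP-1; amount: IMP-1 0.2 nM before substrate addition; compound: single dose, 5.6 µM; times: 25 °C, 15 min preincubation, 25 min reaction; signal: Epi-absorbance via hydrolysed-nitrocefin quenching of white-plate fluorescence, 480/530 nm, EDTA stop; benchmarks: DMSO with and without IMP-1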
* = called active by the depositor; . = no result given. An unsorted share of the library. Share with any hit: about 4.7%.

Sample of the layout (9 entries):
SMILES | MEKK2wt PB1 HTS | VIM-2 inhibitor | NALP1 yeast inh | HCV NS3 hel inh | M18AAP inhibitor | SUMO HTRF inh | DNA FID counter | MEKK2mut PB1 HTS | IMP-1 inh
O=C1CCCN1CCCNS(=O)(=O)c1ccc(Br)cc1 | 95 | 0.8 | 7 | -2 | 1 | 2 | -7 | -6 | -2.7
Cc1nn(-c2ccccc2)c2[nH]c(=O)c(CNCCN3CCOCC3)cc12 | 105 | -4.0 | 12 | 3 | -4 | 23 | -4 | 10 | -1.2
O=C(COC(=O)Cc1ccsc1)NCc1ccccc1 | 98 | -4.7 | 1 | -4 | 1 | -1 | 1 | 1 | -3.9
S=c1[nH]ncn1/N=C/c1ccccn1 | 86 | -2.9 | -7 | -2 | 21 | 8 | 1 | -5 | -3.5
O=C(Cn1cnc2ccccc21)N/N=C/c1ccccc1 | 91 | -1.1 | -14 | -3 | -2 | 2 | 2 | -6 | -2.1
Cc1ccc(C2C(C#N)=C(N)Oc3n[nH]c(-c4ccccc4)c32)o1 (stereo not drawn) | 89 | -2.6 | 13 | 9 | 7 | -1 | -12 | 7 | -6.1
C=CCNc1nc(Nc2cc(Cl)ccc2OC)nc(OC)n1 | 106 | -2.5 | 25* | -5 | -8 | -1 | -4 | 6 | -2.7
CCCNC(=O)c1ccccc1NC(=O)CSCc1ccc(OC)cc1 | 102 | -4.8 | -6 | 3 | -5 | 23 | -1 | 7 | -1.9
CCOC(=O)c1[nH]c2c(c1C)C(=O)CC(c1ccc(F)cc1)C2 (stereo not drawn) | 105 | -0.8 | 22 | -6 | -15 | -2 | -8 | 7 | -0.5

Results, previewed entries included:
SMILES | MEKK2wt PB1 HTS | VIM-2 inhibitor | NALP1 yeast inh | HCV NS3 hel inh | M18AAP inhibitor | SUMO HTRF inh | DNA FID counter | MEKK2mut PB1 HTS | IMP-1 inh
O=C1CCCN1CCCNS(=O)(=O)c1ccc(Br)cc1 | 95 | 0.8 | 7 | -2 | 1 | 2 | -7 | -6 | -2.7
Cc1nn(-c2ccccc2)c2[nH]c(=O)c(CNCCN3CCOCC3)cc12 | 105 | -4.0 | 12 | 3 | -4 | 23 | -4 | 10 | -1.2
O=C(COC(=O)Cc1ccsc1)NCc1ccccc1 | 98 | -4.7 | 1 | -4 | 1 | -1 | 1 | 1 | -3.9
S=c1[nH]ncn1/N=C/c1ccccn1 | 86 | -2.9 | -7 | -2 | 21 | 8 | 1 | -5 | -3.5
O=C(Cn1cnc2ccccc21)N/N=C/c1ccccc1 | 91 | -1.1 | -14 | -3 | -2 | 2 | 2 | -6 | -2.1
Cc1ccc(C2C(C#N)=C(N)Oc3n[nH]c(-c4ccccc4)c32)o1 (stereo not drawn) | 89 | -2.6 | 13 | 9 | 7 | -1 | -12 | 7 | -6.1
C=CCNc1nc(Nc2cc(Cl)ccc2OC)nc(OC)n1 | 106 | -2.5 | 25* | -5 | -8 | -1 | -4 | 6 | -2.7
CCCNC(=O)c1ccccc1NC(=O)CSCc1ccc(OC)cc1 | 102 | -4.8 | -6 | 3 | -5 | 23 | -1 | 7 | -1.9
CCOC(=O)c1[nH]c2c(c1C)C(=O)CC(c1ccc(F)cc1)C2 (stereo not drawn) | 105 | -0.8 | 22 | -6 | -15 | -2 | -8 | 7 | -0.5
COCCn1c(SCC(=O)NCc2ccc(F)cc2)nc2ccccc21 | 97 | -4.2 | 19 | 0 | 0 | 17 | -23 | 1 | -5.0
CC(=O)NS(=O)(=O)c1ccc(NC(=O)CSc2ccc(Cl)cc2)cc1 | 91 | 0.4 | -4 | 1 | -14 | -3 | -5 | 1 | -1.1
Cc1cccc(C)c1NC(=S)NCCCN1CCCC1=O | 98 | 1.6 | 6 | 8 | -3 | -14 | -5 | -2 | -0.6
Cc1cccc(/N=C2/NC(=O)C(Cc3ccccc3)S2)n1 (stereo not drawn) | 91 | -3.4 | -4 | -1 | 3 | 29 | 2 | -10 | -4.0
O=C(NCc1ccccc1)c1sc(=S)n2c1[nH]c(=O)c1ccccc12 | 102 | -0.7 | 6 | 23 | 1 | 4 | 1 | 0 | -1.8
O=C(CNC(=S)N(Cc1ccccc1)Cc1cccnc1)N1CCOCC1 | 96 | -0.1 | -5 | -3 | 2 | 16 | 1 | -5 | -1.6
O=S(NCc1ccco1)C12CC3CC(CC(C3)C1)C2 (stereo not drawn) | 103 | -1.9 | -76 | 3 | 3 | 22 | -5 | 4 | -4.5
Cc1ccnc(NC(=O)CCc2c[nH]c3ccccc23)c1 | 109 | 0.9 | 13 | 2 | -5 | 8 | -13 | 4 | -0.6
CCc1ccc(NS(=O)(=O)c2cc(OC)ccc2OC)cc1 | 100 | 1.4 | 3 | -5 | 4 | -11 | -17 | 6 | 1.2
COc1ccc(C(=O)NCCCCCC(=O)O)cc1OC | 110 | -2.9 | 7 | -10 | -6 | 28 | 0 | 11 | 1.5
CC(C)(C)CC(=O)NCCCN1CCOCC1 | 101 | -2.2 | 2 | 8 | -1 | 8 | -6 | 1 | -1.9
CC(=O)c1ccc(NC(=O)c2cccc(NC(=O)c3ccccc3)c2)cc1 | 105 | -1.0 | 13 | 7 | -1 | 10 | -18 | 4 | 7.2*
N#CCCn1cc(/C=N/NC(N)=S)c(-c2ccc(-c3ccccc3)cc2)n1 | 61 | -1.4 | -2 | -16 | 13 | 0 | -20 | -15 | 1.4
N#C[C@H]1[C@H](c2ccccc2)[C@](C#N)(C(=O)c2ccccc2)[C@@H]2C=Cc3ccccc3N21 | . | 1.0 | 2 | -7 | -18 | -12 | -18 | . | 0.6
c1ccc(CCCN2CCOCC2)cc1 | 111 | -2.4 | 12 | 1 | -3 | 4 | 3 | 4 | -1.7
O=C(CCN1C(=O)S/C(=C\c2ccc(F)cc2)C1=O)Nc1ccc(C(=O)O)c(O)c1 | 101 | -2.3 | 15 | 9 | 14 | 18 | -8 | 2 | -2.4
Cc1cs/c(=N\N=C\c2cccc([N+](=O)[O-])c2)n1Cc1ccco1 | 91 | -0.7 | 23 | 8 | 1 | -1 | -1 | -5 | -2.6
CC(C)n1c(O)c(N=NC(=O)Cc2csc(N3CCOCC3)n2)c2ccccc21 | . | -1.2 | -14 | -9 | 3 | -26 | -29 | . | -2.5
O=C(NCC(=O)N(CC1CCCO1)C(C(=O)NC1CCCCC1)c1ccc(F)cc1)c1ccco1 (stereo not drawn) | 101 | -1.6 | 24 | 7 | 4 | 8 | -29 | 3 | -0.4
O=C(CNS(=O)(=O)N1CCOCC1)N/N=C/c1cccnc1 | 89 | -0.5 | 6 | 9 | -1 | 21 | 2 | -10 | -3.2
COc1cc(/C=C(\C#N)c2nc3ccccc3n2C)cc(OC)c1O | 102 | 0.9 | -6 | -3 | 15 | -4 | -18 | 0 | -1.4
COc1ccc(N2CC(C(=O)N[C@@H](C)C(=O)N[C@H](CO)c3ccccc3)CC2=O)cc1 (stereo partly drawn) | 100 | -2.2 | 10 | 0 | 2 | -3 | -9 | 0 | -3.3
Cc1ccc(NC(=S)C2=C(O)c3ccccc3N(C)S2(=O)=O)cc1 | 100 | 1.1 | 28 | 8 | 22 | 19 | -1 | 3 | 0.6
COc1cccc(Cn2cccc(NC(=O)Nc3ccccc3C)c2=O)c1 | 106 | 0.2 | 11 | -3 | 1 | 98 | -25 | 0 | -2.7
Cn1cc(C(=O)c2ccc(Cl)cc2Cl)cc1C(=O)O | . | -1.0 | 4 | 0 | -3 | 8 | -1 | . | -2.8
Cc1cc(OC(C)C(=O)N(Cc2ccco2)C2CCS(=O)(=O)C2)cc(C)c1Cl (stereo not drawn) | 95 | -1.8 | 12 | 4 | -9 | 16 | -44 | -7 | -2.4
O=C(C1CCCCC1)N1CCC(c2nc3c(nnn3Cc3c(F)cccc3Cl)c(=O)[nH]2)CC1 | 98 | -3.0 | 3 | -18 | 0 | 4 | -6 | 3 | -4.0
COc1ccc(-c2nc(CSCC(=O)N3CCc4ccccc43)c(C)o2)cc1OC | 99 | -1.4 | 0 | -1 | -8 | 21 | -3 | 1 | -1.4
Cc1ccc(N(CC(=O)NC(C)c2ccccc2)S(=O)(=O)c2c(C)noc2C)cc1 (stereo not drawn) | 100 | -3.9 | -5 | 15 | 1 | 1 | -43 | 2 | -2.8
CCN(CC)C(=O)Cn1cnc2sc(C(=O)N3CCN(c4ccc(F)cc4)CC3)c(C)c2c1=O | 103 | -2.8 | 1 | 26 | -4 | 1 | -39 | 1 | -3.2
C/C(=N\NC(=O)c1ccc(C)cc1C)c1ccc2c(c1)Nc1ccccc1S2 | 99 | -0.8 | 19 | -10 | -11 | -14 | -2 | -1 | -3.0
N#Cc1ccc(C(=O)OCC(=O)NC2CCCC2)cc1 | 106 | -1.8 | 21 | 4 | -1 | -6 | -3 | 3 | -1.8
O=C(CCCC(=O)OCC(Cl)=C(Cl)Cl)Nc1ccc(F)cc1 | 102 | -3.5 | 26 | -2 | 1 | -13 | -14 | 1 | -3.2
O=C(Cc1ccccc1)c1ccccc1C(=O)N1CCCCC1 | 102 | -1.3 | 0 | 3 | -4 | 0 | -15 | 6 | -1.7
CC(=O)N1c2ccc(S(=O)(=O)N3CCCC(C(=O)Nc4cccc(Cl)c4)C3)cc2CC1C (stereo not drawn) | 100 | -3.6 | -5 | -18 | -6 | 7 | -54 | -2 | -0.8
O=C(CN1CCOCC1)Nc1ccccc1 | 105 | -1.8 | 17 | 1 | -3 | 19 | -3 | 1 | -3.8
Cc1ccc(S(=O)(=O)Cc2csc(N)n2)cc1 | 97 | -1.5 | 11 | 6 | -3 | 4 | 1 | 1 | -2.4
COc1ccccc1CNC(=O)CCCn1c(=O)c2ccccc2n(CC(=O)NC2CCCC2)c1=O | 104 | -9.1 | 16 | 6 | -2 | 25 | 3 | 10 | -2.3
CCCn1nc(NS(C)(=O)=O)c2cc3cccc(C)c3nc21 | 88 | -1.8 | 11 | 10 | 4 | 6 | -11 | -6 | -2.2
Cc1ccc(C)c(S(=O)(=O)Nc2cccc(-n3cnnn3)c2)c1 | 103 | -0.1 | 22 | 4 | -1 | 2 | -16 | -1 | 1.0
O=C(COc1ccccc1)Nc1nn[nH]n1 | . | -2.5 | -8 | 0 | 2 | 5 | 1 | . | -2.0
Cc1nn(Cc2c(F)c(F)c(F)c(F)c2F)c(C)c1NC(=O)c1ccc(COc2cc(Cl)ccc2Cl)cc1 | 102 | -2.3 | -27 | 4 | -6 | 5 | -2 | 3 | -2.0
O=c1[nH]c(C2CCN(S(=O)(=O)c3cccc(C(F)(F)F)c3)CC2)nc2c1nnn2Cc1cccc(F)c1 | 99 | -2.7 | -3 | -10 | 2 | -10 | -30 | 1 | -2.1
